# Pol III holo inh: DNA polymerase III holoenzyme inhibition. reconstituted DNA polymerase III holoenzyme replication, biochemical. Potency, µM (titrated, usually from 57.1 µM), for the others: top-dose activity change, negative = inhibition. hit rate 0.25% among 71,000. AID 603; further: potency means the concentration at half of the fitted maximal effect; on the % scale 0 is the no-effect control and ±100 the full control effect
#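 Reconstituted *E. coli* holoenzyme (0.35 nM Pol III, 1 nM beta, 154 nM SSB, 2 nM primase) was preincubated with compound for 15 min at RT. Synthesis on 1.4 nM ssM13Gori ran 35 min, then was stopped with PicoGreen/EDTA and read as dsDNA fluorescence.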
# HBB splice mod: alters splicing of the hemoglobin beta chain | HBB splicing reporter cell assay, activation; EGFP reporter with mutant IVS2-654 intron; response scale: normalised to 500 nM splice-correcting PNA | Potency, µM (top dose mostly 46.1 µM), for inactives: top-dose activation, hits mostly activators | hit rate 0.06% among 65,000; further: potency means the concentration at half of the fitted maximal effect; 0% is about no effect
#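 Compounds were applied for 2 days to HeLa EGFP-654 cells, 500/well in Optimem with 2% FCS. The reporter's EGFP is disrupted by mis-splicing of beta-globin intron IVS2-654. Readout: summed well GFP fluorescence from 488 nm laser scanning; reference was 500 nM antisense […] 654 PNA.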
# Fluorescein fluor: compound autofluorescence in fluorescein spectral region | Compound autofluorescence, 480/540 nm, fluorescein-equivalent; stronger effect = higher value | max fluorescein-equivalent concentration, M | AID 593 | hit rate 0.91% among 59,000; in the data active means max fluorescein-equivalent concentration above about 10 nM; inconclusive means between about 1.1 nM and that limit
#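 Spectral profiling of library compounds in the fluorescein window (480 nm excitation, 540 nm emission) after 15 min at room temperature in pH 8.0 Tris (100 mM). Values are dye-equivalent concentrations.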
# GFP derepression: derepresses silenced GFP locus in mouse C127i cells | mouse C127i GFP locus derepression, cytometry, 30 h | Potency, µM (series often up to 46.1 µM), inactives show top-dose GFP derepression (activation) | hit rate 0.09% among 68,000 | AID 597; further: % of control where 0% means no effect
#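 Read-out is the number of GFP-positive cells, scored as fluorescent objects 20 to 120 um wide, reflecting derepression of a silenced CMV-GFP reporter in murine C127i cells after 30 h compound exposure at 37 C.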
# Hsp90 Hop PPI: changes Hsp90-Hop TPR2A binding signal, up or down. AlphaScreen TPR2A-His6 binding biotin-Hsp90 C-terminal peptide. Potency, µM (series often up to 57 µM), for inactives: at the highest dose activity change, negative = inhibition. hit rate 0.44% among 71,000; active means well fitted curve in either direction with a large enough effect; inconclusive means small, poorly fitted or top-dose-only effect, or another doubt; further: potency means the concentration at half of the fitted maximal effect; on the % scale 0 is the no-effect control and ±100 the full control effect; many of its hits are not listed in these tables
# HADH2 inhib: inhibitors of human HADH2 dehydrogenase. hit rate 3.4% among 73,000. recombinant HADH2, NADH fluorescence, beta-hydroxybutyryl-CoA. Potency, µM (titrated, usually from 57.1 µM), for the others: at the top dose activity change, negative = inhibition, most hits filed as inhibitors. AID 886. Q99714; further: potency means the concentration at half of the fitted maximal effect; on the % scale 0 is the no-effect control and ±100 the full control effect; nearly all actives have a fitted effect of over 60% in size; many of its hits are not listed in these tables
# Target sequence (Q99714 whole entry, looked up, one chain of several): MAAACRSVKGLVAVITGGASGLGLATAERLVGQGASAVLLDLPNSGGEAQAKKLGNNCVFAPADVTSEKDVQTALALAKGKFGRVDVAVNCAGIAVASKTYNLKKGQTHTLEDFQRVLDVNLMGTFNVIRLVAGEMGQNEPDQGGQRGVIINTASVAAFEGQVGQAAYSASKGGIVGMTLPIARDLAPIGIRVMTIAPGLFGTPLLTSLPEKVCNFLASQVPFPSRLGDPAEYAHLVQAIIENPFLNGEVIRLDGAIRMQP
#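 Read-out: 360 nm excitation, 450 nm emission, kinetic over 4 min. Conditions: His-tagged human HADH2 20 nM, pH 9.0 Tris with Tween-20, 1 mM NAD+, 90 uM beta-hydroxybutyryl-CoA.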
# Texas Red fluor: Texas Red region autofluorescence; Compound fluorescence, Texas Red channel, 547/618 nm; stronger effect = higher value; hit rate 0.06% among 59,000; max dye-equivalent concentration, M; in the data active means max dye-equivalent concentration above about 10 nM; inconclusive means between about 1.1 nM and that limit
#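 Texas Red-region profiling: compounds in 100 mM Tris pH 8.0 were read at 547/618 nm after 15 min at room temperature. Intensities were normalized against a six-point Texas Red standard series to give dye-equivalent concentration.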
# Rhodamine fluor: compound fluoresces in the rhodamine spectral region; Rhodamine-region fluorescence, 547/598 nm, Tris buffer; stronger effect = higher value; max dye-equivalent concentration, M; hit rate 0.05% among 59,000; AID 594; in the data active means max dye-equivalent concentration above about 11 nM; inconclusive means between about 1.1 nM and that limit
#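 Intensities are converted to rhodamine-equivalent concentration using a six-point rhodamine standard on each plate. Compounds sit 15 min at room temperature in 100 mM Tris buffer, pH 8.0; read uses the 547/598 nm excitation/emission pair.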
# 4MU fluor: 4-MU region autofluorescence; compound autofluorescence, 340/450 nm, 4-MU equivalents; stronger effect = higher value; max dye-equivalent concentration, M; hit rate 11% among 59,000; in the data active means max dye-equivalent concentration above about 10 nM; inconclusive means mostly about 1.1 nM to 9.6 nM
#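 Compounds in 100 mM Tris, pH 8.0, sat 15 min at room temperature before fluorescence was read at 340 nm excitation/450 nm emission; a per-plate six-point 4-MU standard curve converted signals to dye-equivalent concentration at each compound concentration.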
# UbGFP stabilizer: inhibits proteasome, raising ubiquitin-GFP reporter fluorescence; 67,000 tested, under 10 active; Ubiquitin-GFP reporter cells, proteasome inhibition, GFP fluorescence; response scale: untreated = 0%, 10 µM MG-132 = 100%; Potency, µM (top dose mostly 45.9 µM), for inactives: top-dose activation (GFP accumulation), actives largely listed as activators; active means well fitted activation curve with a large enough effect, not every such curve was filed as active; inconclusive means small, poorly fitted or top-dose-only effect, or another doubt; inactive means no such curve, though single readings can be large or run the other way; further: potency means the concentration at half of the fitted maximal effect
#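 U2OS Ub(G76V)-GFP reporter; O/N plating, 0.5% FBS; cpd 46 uM–2.9 nM, 4 h, 37 °C; GFP+ cell count, 488/515 nm; norm. to basal vs 10 uM MG-132; CRC fit.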
# ALOX15 inhib: 15-hLO (ALOX15) enzyme inhibition; P16050; purified 15hLO-1, xylenol orange hydroperoxide absorbance; Potency, µM (doses to about 57.1 µM), inactives show at the highest dose activity change, negative = inhibition, most hits filed as inhibitors; hit rate 1.4% among 74,000; AID 887; further: potency means the concentration at half of the fitted maximal effect; on the % scale 0 is the no-effect control and ±100 the full control effect; nearly all actives have a fitted effect of over 55% in size
# Target sequence (P16050 whole entry, looked up): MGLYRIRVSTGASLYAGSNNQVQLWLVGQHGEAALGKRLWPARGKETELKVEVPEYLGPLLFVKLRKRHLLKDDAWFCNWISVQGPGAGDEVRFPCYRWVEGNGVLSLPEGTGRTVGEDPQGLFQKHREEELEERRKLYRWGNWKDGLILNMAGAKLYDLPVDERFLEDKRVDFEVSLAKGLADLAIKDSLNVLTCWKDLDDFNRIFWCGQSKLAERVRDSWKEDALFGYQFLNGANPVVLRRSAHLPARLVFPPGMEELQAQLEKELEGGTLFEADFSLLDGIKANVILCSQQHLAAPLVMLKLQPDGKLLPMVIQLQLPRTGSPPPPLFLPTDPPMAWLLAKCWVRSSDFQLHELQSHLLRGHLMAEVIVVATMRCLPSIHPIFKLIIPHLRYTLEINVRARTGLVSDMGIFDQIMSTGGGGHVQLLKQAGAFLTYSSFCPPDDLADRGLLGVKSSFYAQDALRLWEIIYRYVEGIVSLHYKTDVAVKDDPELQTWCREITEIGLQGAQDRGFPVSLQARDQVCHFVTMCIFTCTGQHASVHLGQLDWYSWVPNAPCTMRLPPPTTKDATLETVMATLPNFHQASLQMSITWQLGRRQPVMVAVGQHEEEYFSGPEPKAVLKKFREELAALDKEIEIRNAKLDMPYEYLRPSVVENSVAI
#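 40 nM 15hLO-1 + cpd, 15 min RT; start w/ 50 uM AA (final), 6 min RT; stop/detect w/ 200 uM XO + 300 uM Fe(II) in 50 mM H2SO4, 30 min; A573/A405. Buffer 25 mM Hepes pH 7.5, 0.01% Triton X-100. No-enzyme wells as negative control.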
# * marks the source's active call; other numbers are inactive results; i = inactive; ? = inconclusive; / = no result given; & = joins results of further samples; [ ] = another dose, or the depositor's remark. Unless noted, the call rests on the fitted dose curve; in most records, active means well fitted curve in the direction sought with a large enough effect; inconclusive means small, poorly fitted or top-dose-only effect, or another doubt; inactive means no such curve, though single readings can be large; an effect the other way counts as inactive or inconclusive. Only part of the results is shown; rates above refer to the full screens.
# Order of results – Pol III holo inh	HBB splice mod	Fluorescein fluor	GFP derepression	Hsp90 Hop PPI	HADH2 inhib	Texas Red fluor	Rhodamine fluor	4MU fluor	UbGFP stabilizer	ALOX15 inhib
> O=C(Cn1c(-c2ccccc2)noc1=O)NCc1ccccc1
 : -7%	1.4%	?	-2%	-6%	-5%	i	i	i	0%	4%
> CCOC(=O)COn1c(=O)c[n+]([O-])c2ccccc21
 : -4%	8.3%	i	-6%	-1%	?	i	i	3.4e-08M*	6%	6%
> Clc1ccc(-c2nn3c(-c4ccncc4)nnc3s2)c(Cl)c1
 : -11%	-1.2%	?	0%	-5%	-10%	?	i	i	3%	2%
> OC1(c2ccccc2F)CCN(Cc2nnc(-c3ccccc3)o2)CC1
 : -2%	/	?	-2%	-3%	7%	i	i	i	-3%	1%
> CCSc1ccccc1C(=O)N1CCN(c2ccccc2F)CC1
 : -6%	-1.2%	i	-2%	-1%	-1%	i	i	i	-2%	2%
> CCOC(=O)N1CCC(NC(=O)CN2C(=O)CSc3ncccc32)CC1
 : -3%	0.6%	/	-3%	-2%	5%	/	/	/	-9%	-1%
> CC(=O)N1CN(CCCn2ccnc2)Cc2c1sc1c2CCCC1
 : 1%	-1.0%	?	0%	?	-1%	i	i	i	0%	19%
> COc1cc(OC)cc(C(=O)N(Cc2cc3cc(C)ccc3[nH]c2=O)C(C)C)c1
 : -4%	1.4%[0.369 µM]	i	0%	-1%	1%	i	i	?	/	-23%
> CNCCC=C1c2ccccc2CCc2ccccc21
 : -5%[11.4 µM]	1.7%[9.22 µM]	?	-10%[20.6 µM]	3%[11 µM]	7%[11.4 µM]	?	i	i	5%[9.17 µM]	-1%
> CCNc1ncc2nc(-c3cc(F)cc(F)c3)c(=O)n(-c3ccc(OC)cc3)c2n1
 : -8%	?	i	-2%[9.22 µM]	-4%	12%	i	i	1.2e-08M*	?	-10%
> O=C(CSc1nc2ncccc2[nH]1)Nc1ccc2c(c1)OCCO2
 : -1%	3.2%[57.5 µM]	?	0%	-2%	2%	i	i	i	4%	-6%
> OCCCN1c2ccccc2Nc2nnc(-c3ccccc3)cc21
 : 5%	-0.6%	?	-3%	-7%	17%	i	i	9.4e-08M*	-4%	9%
> CN(C(=O)C12CC3CC(CC(C3)C1)C2)C1(C)CCS(=O)(=O)C1 (stereo unspecified)
 : -5%	-0.6%	?	3%	-1%	4%	i	i	i	-5%	-7%
> COCCn1nnnc1C(c1ccc(OC)cc1OC)N1CCN(c2ccccc2)CC1 (stereo unspecified)
 : -1%	0.0%[57.5 µM]	i	0%	-5%	21%	i	i	i	-1%	2%
> NC(=O)CC[C@@H](N)C(=O)O
 : -5%	0.7%	?	0%	-8%	11%	i	i	i	5%	9%
> COc1ccc(OC)c2c1CC(C)(C)NC2=O
 : -2%	0.2%	/	/	-3%	25µM*	/	/	/	7%	3%
> O=c1c(-c2cccc(F)c2)nc2cncnc2n1Cc1ccccc1
 : -5%	0.3%	?	18%[9.22 µM]	-13%	-14%	i	i	i	-1%	-16%
> CC1(C)CC(=O)C=C(NCCc2ccc(S(N)(=O)=O)cc2)C1
 : 4%[11.4 µM]	-0.4%[0.0738 µM]	/	0%	-3%[11 µM]	5%[11.4 µM]	/	/	/	-8%[9.17 µM]	9%[11.4 µM]
> O=C(Cn1c(=O)n(-c2ccc(F)cc2)c(=O)c2sccc21)N1CCCC1
 : -4%	-1.8%	i	0%	-11%	5%	i	i	i	-1%	5%
> COc1cc2c(cc1OC)C(C)N(C(=O)Cn1ncc3c1-c1ccccc1OC3)CC2 (stereo unspecified)
 : 0%	-1.3%	/	0%	-9%	-4%	/	/	/	6%	8%
> Cn1cc(S(=O)(=O)NCc2cccs2)c(=O)n(C)c1=O
 : -2%	-1.0%	/	/	-10%	7%	/	/	/	-2%	6%
> CN(C)C(=O)N1CCN(C(=O)N(C)C)CC1
 : -5%	-1.1%	?	4%	-5%	4%	i	i	i	-7%	1%
> O=C(NCC(=O)N1CCCC1)c1cccs1
 : -2%	-2.4%[57.5 µM]	i	8%	-6%	-1%	i	i	i	2%	6%
> Cc1ccc(N2CCN(C(=O)c3ccccc3F)CC2)c(C)c1
 : 0%	-1.3%	/	/	6%	-3%	/	/	/	-13%	-19%
> COC(=O)CCC(=O)N1CCc2cc(S(=O)(=O)N3CCN(c4ccccc4Cl)CC3)ccc21
 : 2%	-2.5%	i	-2%	2%	18%	i	i	i	0%	-8%
> COCCCN1C(=O)C(=O)/C(=C(/O)c2ccc(OC)cc2)C1c1cccc(OC)c1 (stereo unspecified)
 : -8%	-2.6%	?	5%	-2%	-11%	i	i	i	7%	27%
> Cc1noc(C)c1CSc1nnc(-c2c[nH]c3ccccc23)n1-c1ccc(Cl)cc1
 : -6%	-1.6%	?	-3%	-21%	12%	i	i	i	-5%	2%
> NC(N)=NC(N)=NCCc1ccccc1
 : 0%	-1.7%	?	5%&4%[20.6 µM]	-4%	-2%	i	i	i	-9%[20.5 µM]	-2%
> Cc1oc(-c2cccc(Cl)c2)nc1CN1CCCC(C(=O)NC(C)c2ccc3c(c2)OCCO3)C1 (stereo unspecified)
 : -1%	-1.0%	/	/	-3%[2.3 µM]	-1%	/	/	/	0%	-13%
> N#Cc1ccccc1NC(=O)CSc1nccn1CCc1ccccc1
 : -1%	0.9%	i	3%	-11%	-5%	i	i	?	4%	-1%
> O=C(O)CCCC(=O)NCCCCc1ccccc1
 : 2%	0.9%	/	-3%	2%	9%	/	/	/	6%	-17%
> Cc1[nH]nc2c1C(c1ccccc1F)NC2=O (stereo unspecified)
 : 0%	-0.9%	/	-3%	-1%	4%	/	/	/	15%	0%
> Cc1ccccc1-c1ccc2ncnc(N(C)C)c2c1
 : -6%	-2.7%	i	-3%[9.22 µM]	1%	5%	i	i	i	-10%	7%
> CC12CN3CC(C)(CN(C1)C3c1ccccc1Cl)C2O (stereo unspecified)
 : 0%	2.3%	?	-2%	-2%	9%	i	i	i	-3%	-23%
> CC1CN(S(=O)(=O)c2ccc(NC(=O)c3ccco3)cc2)CC(C)O1 (stereo unspecified)
 : -7%	-0.5%[57.5 µM]	?	-1%	45%	-4%	i	i	i	-8%	-22%
> O=C(CSc1ncccc1-c1nc2ccccc2[nH]1)N1CCN(c2ccccc2F)CC1
 : 7%	/	i	-1%	-3%	7%	i	i	1.4e-08M*	1%	-3%
> CCOC(=O)CNC(=O)CSc1nc2cccnc2n1Cc1ccccc1
 : ?	-0.3%[57.5 µM]	i	-3%	-7%	-15%	i	i	i	-1%	-14%
> COCc1[nH]nc2c1C(c1cc(OC)c(O)c(OC)c1)C(C#N)=C(N)O2 (stereo unspecified)
 : -1%	/	?	4%	-1%	?	i	i	i	5%	-2%
> N#C/C(=C\c1c(N2CCC(C(N)=O)CC2)nc2ccccn2c1=O)S(=O)(=O)c1ccccc1
 : /	/	?	13%[20.6 µM]	/	/	i	i	?	/	/
> CCn1c(-c2ccc(N(C)C)cc2)nc2ccccc21
 : -6%	-1.2%	i	6%	-6%	6%	?	i	i	-3%	-1%
> COc1ccccc1N1CCN(C(=O)C(F)F)CC1
 : -4%	-1.3%	i	1%	2%	8%	i	i	i	-2%	3%
> Cc1cc(Cl)c(S(=O)(=O)N2CCN(c3ccc(F)cc3)CC2)cc1OCC(N)=O
 : -4%	-1.2%	?	0%	-1%	12%	i	i	i	-14%	-4%

# High-throughput results: PubChem, National Center for Advancing Translational Sciences (NCATS)
